Screening data deposited in PubChem by several laboratories.
S1P3 antagonist: blocks the human S1P3 receptor. Q99500. CHO S1P3 NFAT-BLA reporter, FRET fluorescence, antagonist mode. inhibition, % at 4.98 µM. 170,000 compounds, 0.27% hits;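 active = inhibition above the plate cutoff, the mean inhibition of test wells on that plate plus 3 SD, cut at about 28% in these data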;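 also: cells challenged with S1P at its EC80 of 0.8 µM; blue over green emission ratio from cleaved BLA substrate after 4 h stimulation; 0% = S1P-stimulated wells and 100% = unstimulated DMSO-only wells; some compounds past the cut are filed as inactive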
Target sequence (Q99500 whole entry, looked up): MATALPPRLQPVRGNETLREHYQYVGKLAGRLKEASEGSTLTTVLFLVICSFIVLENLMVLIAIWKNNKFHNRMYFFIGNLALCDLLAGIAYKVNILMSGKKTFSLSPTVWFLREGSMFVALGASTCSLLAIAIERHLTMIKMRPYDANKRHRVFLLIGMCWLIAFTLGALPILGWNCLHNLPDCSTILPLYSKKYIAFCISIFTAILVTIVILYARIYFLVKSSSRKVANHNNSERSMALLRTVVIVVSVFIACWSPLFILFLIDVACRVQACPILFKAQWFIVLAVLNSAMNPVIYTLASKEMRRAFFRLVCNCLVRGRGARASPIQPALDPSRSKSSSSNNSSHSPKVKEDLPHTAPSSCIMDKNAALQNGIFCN
TR-FRET SRC-2 ct: TR-FRET artefact, counter-screen to PPARgamma/SRC-2 agonist assay; stronger effect = higher value; TR-FRET ratio at 8 µM; 200,000 compounds, 0.4% hits; in the data active = TR-FRET ratio above about 2000; also: inactives centre near 1500; reference of the scale not given here
bIAP inhibitor: intestinal alkaline phosphatase (bovine) inhibition; purified bovine IAP, CDP-star luminescence, 30 min; inhibition, % at 20 µM; 190,000 tested, under 10 active;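 active = over 50% inhibition of intestinal alkaline phosphatase at 20 µM in the single-dose screen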
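System: purified bovine intestinal alkaline phosphatase (IAP) enzyme; Input: IAP diluted 1/65,000,000 in the well; Measured by: CDP-star luminescence signal; Compound dosing: 20 µM single dose; Incubation: 30 min reaction at room temperature.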
Lmaj promast: Leishmania major promastigote growth inhibition. Leishmania major promastigotes, resazurin fluorescence viability. inhibition, % at 10 µM. 200,000 compounds, 9% hits. AID 1063; in the data active = inhibition above about 50%;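 also: promastigotes grown with compound for 44 hours at 28 °C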
PPARg SRC3 recr: PPARgamma-driven SRC-3 recruitment agonism. P37231. biochemical PPARgamma/SRC-3 coactivator recruitment assay. activation, % at 8 µM. 200,000 compounds, 0.26% hits. AID 731; in the data active = activation above about 23%;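 also: 0% = DMSO and 100% = reference agonist; some compounds past the cut are filed as inactive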
Target sequence (P37231 whole entry, looked up): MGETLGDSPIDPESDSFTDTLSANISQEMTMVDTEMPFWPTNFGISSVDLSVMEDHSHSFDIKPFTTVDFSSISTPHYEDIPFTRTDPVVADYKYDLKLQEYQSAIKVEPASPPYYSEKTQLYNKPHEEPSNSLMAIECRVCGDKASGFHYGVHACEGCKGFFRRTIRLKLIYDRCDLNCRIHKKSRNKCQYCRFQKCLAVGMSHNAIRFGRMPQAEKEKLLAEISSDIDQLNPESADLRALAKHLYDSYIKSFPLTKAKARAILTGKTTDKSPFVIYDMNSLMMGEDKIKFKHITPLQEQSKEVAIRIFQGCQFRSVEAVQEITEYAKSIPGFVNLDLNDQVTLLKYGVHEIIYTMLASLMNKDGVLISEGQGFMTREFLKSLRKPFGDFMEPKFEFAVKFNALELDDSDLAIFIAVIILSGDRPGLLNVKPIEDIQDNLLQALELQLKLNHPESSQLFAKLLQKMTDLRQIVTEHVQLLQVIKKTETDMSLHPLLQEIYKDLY
bIAP activator: intestinal alkaline phosphatase (bovine) activation | AID 1016 | purified bovine IAP, CDP-star luminescence, 30 min; stronger effect = higher value; fold of DMSO-control signal, blank-subtracted | activation factor at 20 µM | 200,000 compounds, 0.17% hits;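 active = activation factor of 2 or more at 20 µM, a signal rise over negative controls twice the positive control's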
PPARg SRC-1 ag: PPARgamma-driven SRC-1 recruitment agonism. PPARgamma-SRC-1 coactivator recruitment biochemical assay. activation, % at 8 µM. 200,000 compounds, 0.41% hits; in the data active = activation above about 19%;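 also: 0% = DMSO and 100% = reference agonist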
TLR4-MyD88 BLA: TLR4-MyD88 interaction inhibition in cells. O00206+Q99836. HeLa CL3-4 TLR4/MyD88 BLA complementation, FRET ratio. inhibition, % at 8.4 µM. 200,000 compounds, 0.18% hits; in the data active = inhibition above about 25%;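 also: 0% = vehicle and 100% = reference inhibitor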
DTT redox prof: compounds producing H2O2 with reducing agent – biochemical, NIH compound library profiling, artefact control for MLSCN library redox annotation, primary screen; DTT-dependent redox cycling H2O2, phenol red/HRP absorbance; 100% = 100 µM peroxide control, 0% = buffer; activation, % at 10 µM; 200,000 compounds, 0.03% hits; AID 878;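 active = activation of at least 50% relative to the plate's high and low controls in the primary single-dose screen; inactive = activation below 50%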;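 also: compound incubated with DTT at 0.8 mM final as the reducing agent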
PPARg SRC2 recr: PPARgamma-driven SRC-2 recruitment agonism. P37231. PPARgamma LBD-SRC-2 recruitment, biochemical. activation, % at 8 µM. 200,000 compounds, 0.34% hits; in the data active = activation above about 22%;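 also: 0% = vehicle and 100% = reference agonist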
ROMK mod: human ROMK K+ channel modulation, primary screen; B-score at 10 µM; Tet-inducible ROMK, thallium flux fluorescence; actives lie on both sides; 130,000 compounds, 2% hits;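 active = signal ratio slope over the read window, or its plate-corrected B-score, at least 3 SD from the plate mean, either direction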;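 also: B-score of the F/F0 ratio slope over 7 to 12 s after thallium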
Numbers without * were called inactive; x = not tested or not shown.

SMILES	S1P3 antagonist	TR-FRET SRC-2 ct	bIAP inhibitor	Lmaj promast	PPARg SRC3 recr	bIAP activator	PPARg SRC-1 ag	TLR4-MyD88 BLA	DTT redox prof	PPARg SRC2 recr	ROMK mod
CNC(=O)c1sccc1Oc1ccc(F)cc1[N+](=O)[O-]	-5	1394	-1	8	3	1	-1	2	-0.8	0	1.1
CCSC(C)CC1CC(=O)CC(=O)C1 (stereo not given)	-19	1521	-2	-7	-1	1	-5	-28	0.1	5	0.26
CCOCc1nnc(NS(C)(=O)=O)s1	-3	1664	6	-6	-2	0.9	1	-1	1.6	3	x
O=C(CN1CCC(Cc2ccccc2)CC1)NCCc1ccc(F)cc1	-5	1598	2	9	1	1	4	-15	0.5	-13	-0.11
CCOc1nc(NC2CCCCC2)nc(NC(C)(C)C)n1	x	1564	-38	78*	1	1.4	-2	7	1.7	7	-0.41
C/C(=N\NC(=O)c1c(Cl)c(C)nn1C)c1ccc(NC(=O)COc2ccc(Cl)cc2C)cc1	x	1447	6	3	5	0.9	-2	0	-5.1	7	x
Clc1ccc(Cn2nnc(-c3ccc(N4CCOCC4)cc3)n2)cc1	-8	1634	5	-8	-3	1	1	-1	-0.6	2	x
COc1cc(-n2c(=O)c3ccccc3n(Cc3cc(=O)n4ccccc4n3)c2=O)cc(OC)c1OC	-1	1750	-4	-2	5	1	-2	-10	-0.6	15	0.29
Cc1ccc(N(C(=O)C2CCC(=O)N2)C2(C(=O)NC3CCCCC3)CCCCC2)cc1 (stereo not given)	x	1623	-12	-1	1	1.1	2	0	-2.8	4	x
O=C(CSc1nnc(-c2ccncc2)o1)NCc1ccc(Cl)cc1	1	1515	13	-7	4	0.9	2	-8	0.0	-5	1.3
O=C(CCCOc1ccccc1)N1CCN(c2ccc(F)cc2)CC1	x	1444	16	-1	-1	0.8	1	-7	-0.6	-5	x
CCOC(=O)COc1ccc(C2CC(C)=NN2c2ccccc2)cc1 (stereo not given)	-11	1509	-6	1	5	1.1	0	1	-0.3	-11	-0.018
CCC(=O)NNc1ncnc2ccccc12	-11	1531	-8	-1	-2	1.1	-10	-19	0.2	-8	x
O=C(O)C1=C(OCc2ccc(F)c(F)c2)C(=O)NCC1	1	1654	9	-9	3	0.9	-2	-11	0.1	5	-0.085
CCOc1ccccc1C(=O)N1CCC(C(=O)c2ccc(F)cc2)CC1	x	1455	-4	2	-10	1	-8	-11	0.9	-3	-0.51
Cn1nc(C(C)(C)C)cc1C(=O)Nc1nc2c(s1)C(=O)CC(C)(C)C2	-5	1625	-12	2	0	1.1	1	0	2.1	1	0.86
Cc1c(C(=O)O)oc2ccc(S(=O)(=O)N3CCCCC3C(=O)O)cc12 (stereo not given)	-1	1487	3	-6	7	1	7	-8	0.1	4	x
O=C(c1cnc2sccn2c1=O)N1CCc2ccccc2C1	-7	1358	7	0	-3	0.9	-2	3	2.3	-5	-0.63
CCOC(=O)c1[nH]c(C)c(C(=O)OCC(=O)N2CCc3ccccc32)c1C	x	1545	11	-5	10	0.9	9	6	1.2	11	-0.05
O=C(Nc1ccccc1N1CCCC1)c1cccnc1	10	1589	16	0	1	0.8	2	-10	2.2	3	x
CCO[C@@H]1OC(C(=O)O)=C[C@H](C2CCCCC2)[C@H]1CCCO	10	1555	-11	-3	-2	1.1	1	1	0.8	-1	x
CC(C)CNC(=O)CSc1nnc(CN2CCCCCC2=O)n1-c1ccccn1	-28	1577	22	-5	0	0.8	0	10	0.8	-1	x
CCOC(=O)Cc1cc(=O)n2[nH]cc(-c3ccc(Cl)cc3)c2n1	-5	1592	-3	-3	0	1	1	13	-0.8	3	1.9
COc1ccc(OC)c(-c2csc(N(Cc3ccco3)C(=O)c3cccs3)n2)c1	3	1380	9	3	8	0.9	3	2	4.2	2	x
Cn1c(SCC(=O)NCc2cccs2)nnc1-c1cccs1	5	1621	17	-2	14	0.8	7	1	0.6	12	-0.014

Reprinted at random: two records from the list
SMILES	S1P3 antagonist	TR-FRET SRC-2 ct	bIAP inhibitor	Lmaj promast	PPARg SRC3 recr	bIAP activator	PPARg SRC-1 ag	TLR4-MyD88 BLA	DTT redox prof	PPARg SRC2 recr	ROMK mod
O=C(O)C1=C(OCc2ccc(F)c(F)c2)C(=O)NCC1	1	1654	9	-9	3	0.9	-2	-11	0.1	5	-0.085
CCOc1ccccc1C(=O)N1CCC(C(=O)c2ccc(F)cc2)CC1	x	1455	-4	2	-10	1	-8	-11	0.9	-3	-0.51

13 entries from above, with two lines to a compound.
Under each structure – S1P3 antagonist | TR-FRET SRC-2 ct | bIAP inhibitor | Lmaj promast | PPARg SRC3 recr | bIAP activator | PPARg SRC-1 ag | TLR4-MyD88 BLA | DTT redox prof | PPARg SRC2 recr | ROMK mod
CNC(=O)c1sccc1Oc1ccc(F)cc1[N+](=O)[O-]
    -5 | 1394 | -1 | 8 | 3 | 1 | -1 | 2 | -0.8 | 0 | 1.1
CCSC(C)CC1CC(=O)CC(=O)C1 (stereo not given)
    -19 | 1521 | -2 | -7 | -1 | 1 | -5 | -28 | 0.1 | 5 | 0.26
CCOCc1nnc(NS(C)(=O)=O)s1
    -3 | 1664 | 6 | -6 | -2 | 0.9 | 1 | -1 | 1.6 | 3 | x
O=C(CN1CCC(Cc2ccccc2)CC1)NCCc1ccc(F)cc1
    -5 | 1598 | 2 | 9 | 1 | 1 | 4 | -15 | 0.5 | -13 | -0.11
CCOc1nc(NC2CCCCC2)nc(NC(C)(C)C)n1
    x | 1564 | -38 | 78* | 1 | 1.4 | -2 | 7 | 1.7 | 7 | -0.41
C/C(=N\NC(=O)c1c(Cl)c(C)nn1C)c1ccc(NC(=O)COc2ccc(Cl)cc2C)cc1
    x | 1447 | 6 | 3 | 5 | 0.9 | -2 | 0 | -5.1 | 7 | x
Clc1ccc(Cn2nnc(-c3ccc(N4CCOCC4)cc3)n2)cc1
    -8 | 1634 | 5 | -8 | -3 | 1 | 1 | -1 | -0.6 | 2 | x
COc1cc(-n2c(=O)c3ccccc3n(Cc3cc(=O)n4ccccc4n3)c2=O)cc(OC)c1OC
    -1 | 1750 | -4 | -2 | 5 | 1 | -2 | -10 | -0.6 | 15 | 0.29
Cc1ccc(N(C(=O)C2CCC(=O)N2)C2(C(=O)NC3CCCCC3)CCCCC2)cc1 (stereo not given)
    x | 1623 | -12 | -1 | 1 | 1.1 | 2 | 0 | -2.8 | 4 | x
O=C(CSc1nnc(-c2ccncc2)o1)NCc1ccc(Cl)cc1
    1 | 1515 | 13 | -7 | 4 | 0.9 | 2 | -8 | 0.0 | -5 | 1.3
O=C(CCCOc1ccccc1)N1CCN(c2ccc(F)cc2)CC1
    x | 1444 | 16 | -1 | -1 | 0.8 | 1 | -7 | -0.6 | -5 | x
CCOC(=O)COc1ccc(C2CC(C)=NN2c2ccccc2)cc1 (stereo not given)
    -11 | 1509 | -6 | 1 | 5 | 1.1 | 0 | 1 | -0.3 | -11 | -0.018
CCC(=O)NNc1ncnc2ccccc12
    -11 | 1531 | -8 | -1 | -2 | 1.1 | -10 | -19 | 0.2 | -8 | x

The list continues:
SMILES	S1P3 antagonist	TR-FRET SRC-2 ct	bIAP inhibitor	Lmaj promast	PPARg SRC3 recr	bIAP activator	PPARg SRC-1 ag	TLR4-MyD88 BLA	DTT redox prof	PPARg SRC2 recr	ROMK mod
N/C(=N\OC(=O)c1ccc(=O)n(Cc2ccccc2)c1)c1ccccn1	-7	1513	-6	2	-1	1.1	-2	8	-0.2	5	-0.061
CCOC(=O)C1(CC2CC2)CCN(Cc2ccc(O)c(Cl)c2)CC1	-11	1562	-2	19	0	1	6	2	-1.3	3	-0.9
O=C(Nc1ccccc1)Nc1ccccc1C(=O)NCc1ccccc1	x	1394	9	19	0	0.9	7	-10	0.2	4	1.5
CCOC(=O)C1CCN(C(=O)c2ccc(Cl)c(NC3=NC4CS(=O)(=O)CC4S3)c2)CC1 (stereo not given)	10	1405	12	-7	2	0.9	5	-8	0.3	-1	0.39
O=C(O)C1=C[C@@H](c2ccccc2)C[C@@H](OCc2ccc(CO)cc2)O1	3	1345	-9	-5	-3	1.1	2	-5	1.3	-8	x
CCOC(=O)c1[nH]c2ccc(OC)cc2c1NC(=O)CCN1CCc2ccccc2C1	x	1652	-8	5	13	1.1	8	-2	-1.8	9	x
Cc1ccc(NC(=O)CC2SCCNC2=O)cc1Cl (stereo not given)	16	1459	13	-4	0	0.9	9	-1	-0.4	9	0.88
CCOC(=O)C1=C(C)Nc2ncnn2C1c1c[nH]c2ccccc12 (stereo not given)	29	1400	4	-3	-4	1	-1	9	0.2	1	-0.053
Cc1oc2ccc(OC(=O)COc3c(F)c(F)c(F)c(F)c3F)cc2c1C(=O)OC(C)C	-16	2175*	10	-3	1	0.9	12	-8	0.0	11	-0.042
COc1cc2c(cc1NC(=O)COC(=O)c1ccc(C(C)(C)C)cc1)oc1ccccc12	-8	1822	4	-10	8	1	1	3	1.2	2	x
CCOC(=O)N1CCC(NC2CCCCCCC2)CC1	-1	1575	-10	94*	-10	1.1	-5	-3	-0.1	4	0.056
CCC(CC)NC(=O)COc1ccc(OC)cc1C=O	-5	1562	-3	-5	-2	1	7	0	-0.1	12	0.8
O=C1C(C=NC2CC2)=C(O)c2ccccc21	x	1330	-2	-5	-7	1	-1	-8	0.2	-3	0.099
CCOc1ccc(N2C(=O)C3C(c4ccccc4)=NN(c4ccccc4)C3C2=O)cc1 (stereo not given)	0	1511	25	-6	1	0.8	7	1	-0.1	0	0
CC(C)Cn1c(SCC(=O)NCc2ccc(Cl)cc2)nnc1-c1cccc(S(=O)(=O)N2CCOCC2)c1	x	1715	-5	-5	1	1.1	13	4	-0.7	4	-0.49
CCN(CC)c1ccc(C(NC(C)=O)NC(C)=O)cc1	-30	1522	1	4	-11	1	-1	-16	1.4	-8	0.53
CCCCCn1c(CN(C)Cc2ccccc2)nc2c1c(=O)n(C)c(=O)n2C	-11	1517	-20	10	2	1.2	-6	-9	-2.3	0	x
CCc1ccc2c(COn3nnc4ccc(S(=O)(=O)N(C)C)cc43)cc(=O)oc2c1	-1	1383	6	3	-13	0.9	1	8	-0.3	-11	-0.099
CN(C(=O)c1ccccc1C(=O)OCC(=O)NCc1cccs1)C1CCCCC1	-3	1726	4	12	2	1	6	-1	-0.2	-3	x
COc1cccc(CCc2nnc(CCC(=O)N3CCCC3c3nccs3)o2)c1 (stereo not given)	3	1561	-1	-2	0	1	4	-13	-1.0	8	0.95
CCOC(=O)c1[nH]c2ccccc2c1N=C(C)N(CC)CC	x	1637	1	-4	-1	1	7	-12	-0.8	-6	0.96
Cc1cccc2c1N(CCOc1ccccc1)C(=O)C2=O	-6	1689	-9	5	5	1.1	5	-5	-1.2	-2	-0.38
O=C(NCc1ccccc1Cl)c1ccc2c(c1)SC1=NS(=O)(=O)CCN12	-12	1582	-2	2	-1	1	1	-13	-0.3	5	0.14
O=C(NCCCN1CCOCC1)c1ccc(Sc2ccc(Br)cc2)c([N+](=O)[O-])c1	-2	1534	6	92*	-1	0.9	2	2	0.2	-14	1.5
O=C(CCc1nc2ccccc2[nH]1)N1CCN(C(=O)c2ccco2)CC1	-33	1680	-6	-4	7	1.1	2	5	-0.6	3	-0.19
